# From PubChem
# S3 lipid droplet = qHTS Assay for Lipid Storage Modulators in Drosophila S3 Cells; Drosophila S3 cells, BODIPY lipid droplet fluorescence, 18-24 h; cells fed with added oleic acid; Potency in µM for hits, for the others lipid storage change, negative = inhibition, % at the top dose, mostly 46.1 µM; hit rate 0.64% among 320,000; AID 2685; active means well fitted inhibition curve with a large enough effect in the signal ratio, with a control signal flat, not every such curve was filed as active; inconclusive means small, poorly fitted or top-dose-only effect, or effect the other way, or a change in a side signal; the % refers to the signal ratio
#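 Drosophila S3 cells got compounds at several concentrations plus oleic acid (400 uM solution). Laser-scanning cytometry with 488 nm excitation read lipid droplets at 500-530 nm and cells at 575-640 nm. Percent activity was relative to 20 uM Triacsin C.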
# S3 lipid droplet cell count max = also measured in S3 lipid droplet; calls as there; cell number change, %; measured here: cell count max response;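 cells counted by Cell Tracker Red CMTPX staining in the red channel; peak over a dose series mostly up to 46.1 µM; percent activity relative to internal control wells on each plate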
# The depositor's hits bear a star; i = inactive; ? = inconclusive; . = not tested or not shown. On the % scale 0 is the no-effect control and ±100 the full control effect; potency means the concentration at half of the fitted maximal effect. These rows are one share of the data, so the mix of outcomes need not match the whole.
# Screens in order – S3 lipid droplet	S3 lipid droplet cell count max
> O=C(COc1ccc(S(=O)(=O)NC2CCCCC2)cc1)NC1CC1
 : -9.2%	6.7
> CCc1c(O)nc(SC2CC(=O)N(c3ccc(F)c(Cl)c3)C2=O)[nH]c1=O (stereo not given)
 : ?	.
> CCCCCN1CC(=O)N2[C@@H](Cc3c([nH]c4ccccc34)C2(C)C)C1=O
 : i	-5.7
> N#Cc1ccc(CSc2nnc(NC(=O)C3CC(=O)N(c4ccc5c(c4)OCCO5)C3)s2)cc1 (stereo not given)
 : ?	.
> CCOC(=O)N/N=C\c1cccc(OC)c1OC/C=C/c1ccccc1
 : 11.6%	7.4
> CN(C)S(=O)(=O)Oc1cccc(C(=O)Nc2ccccc2Cl)c1
 : -22.0%	-5.7
> Cc1ccn2c(=O)c(C(=O)NCCCN3CCCCC3C)c(O)nc2c1 (stereo not given)
 : i	4.0
> COc1cccc(CNC(=S)NC2CC2)c1
 : 0.4%	-6.4
> COc1ccc(-c2nn(C)c(=O)c3ccccc23)cc1NC(=O)Cn1nc(-c2ccccc2)c2ccccc2c1=O
 : 11.8%	-26.7
> O=[N+]([O-])c1nn(-c2ccc(Cl)cc2)n(O)c1=NCc1ccccc1
 : 1.1%	-1.6
> Cn1ncc([N+](=O)[O-])c1C(=O)Nc1ccc(-c2nc3ccccc3[nH]2)cc1
 : ?	.
> O=C(COC(=O)[C@@H]1CCCN1S(=O)(=O)c1ccccc1F)NCc1ccc2c(c1)OCO2
 : ?	.
> O=C(Nc1cccc(-n2cnnn2)c1)c1cccs1
 : i	-3.6
> COc1cccc(C(=O)NC(=O)Nc2nc(C)cc(C(F)(F)F)n2)c1
 : i	-17.7
> CCOc1ccc(CCNC(=O)C2CC(=O)N(c3ccc4c(c3)OCCO4)C2)cc1OCC (stereo not given)
 : 13.5%	16.9
> CN(c1ccccc1)S(=O)(=O)c1cc(Cl)ccc1Cl
 : 4.5%	8.4
> O=C(CCc1ccccc1)Nc1nc2n(n1)C(c1ccc(Cl)cc1)CC(=O)N2 (stereo not given)
 : ?	.
> CCOCc1cc(C2NC(=O)NC(C)=C2C(=O)OCC)ccc1OC (stereo not given)
 : 13.5%	9.8
> Cc1cc(NC(=O)CSc2ccc(-c3cccc([N+](=O)[O-])c3)nn2)no1
 : 3.7%	-17.1
> CSc1n[nH]c(=O)n1C1CCCCC1
 : -7.9%	-18.1
> O=C(N/C(=C/C=C\c1ccccc1)C(=O)N1CCOCC1)c1ccc(Br)cc1
 : ?	.
> COc1ccc(CNC(=O)COc2ccc(Br)c(C)c2)cc1
 : 9.4%	-15.9
> CCCCC1CN2CCc3c([nH]c4ccccc34)C2(C)C1 (stereo not given)
 : ?	.
> O=C(COC(=O)c1ccc(Cl)nc1)Nc1cccnc1Cl
 : i	1.8
> CCN(CC)S(=O)(=O)c1ccc(NC(=O)Cc2cccs2)cc1
 : 0.2%	11.8
> CCN1C(=O)[C@@H]2[C@@H](c3ccc(-c4cccc(Cl)c4)cc3)N3CCC[C@@]3(C(=O)OC)[C@@H]2C1=O
 : 3.1%	-2.0
> CCC1COCCS(=O)(=O)N1Cc1ccc(Cl)cc1 (stereo not given)
 : 20.4%	12.3
> CC1(C)Cc2ccccc2C(N/N=C/c2cccc(F)c2)=N1
 : -6.7%	0.4
> C=CCn1c(-c2csc3ccccc23)n[nH]c1=S
 : ?	.
> CCCN(CC(=O)Nc1ccccc1C)C(=O)c1sc2ccccc2c1Cl
 : ?	.

# A different layout for part of the listing above.
molecule: Cc1ccn2c(=O)c(C(=O)NCCCN3CCCCC3C)c(O)nc2c1 (stereo not given)
- S3 lipid droplet: i
- S3 lipid droplet cell count max: 4.0

molecule: COc1cccc(CNC(=S)NC2CC2)c1
- S3 lipid droplet: 0.4%
- S3 lipid droplet cell count max: -6.4

# Ordered by value in S3 lipid droplet (low to high): some entries from above
SMILES	S3 lipid droplet
CSc1n[nH]c(=O)n1C1CCCCC1	-7.9%
CC1(C)Cc2ccccc2C(N/N=C/c2cccc(F)c2)=N1	-6.7%
CCN(CC)S(=O)(=O)c1ccc(NC(=O)Cc2cccs2)cc1	0.2%
COc1ccc(CNC(=O)COc2ccc(Br)c(C)c2)cc1	9.4%
COc1ccc(-c2nn(C)c(=O)c3ccccc23)cc1NC(=O)Cn1nc(-c2ccccc2)c2ccccc2c1=O	11.8%
CCOCc1cc(C2NC(=O)NC(C)=C2C(=O)OCC)ccc1OC (stereo not given)	13.5%
CCC1COCCS(=O)(=O)N1Cc1ccc(Cl)cc1 (stereo not given)	20.4%

# More structures.
# Screens in order – S3 lipid droplet	S3 lipid droplet cell count max
> CCc1ccccc1NC(=O)CSc1nc2n[nH]c(C)c2c(=N)n1-c1cccc(OC)c1
 : -9.4%	-14.2
> N/C(=N\OS(=O)(=O)c1ccccc1)c1cccnc1
 : ?	.
> Cc1cccc(NC(=S)NCc2ccc3[nH]c4c(c3c2)CCCC4)c1
 : ?	.
> O=C(Nc1nccs1)[C@@H]1CCCN1C(=O)c1cccs1
 : -0.6%	5.8
> Cc1ccc(C(=O)c2c3ccc([N+](=O)[O-])cc3[n+]([O-])n2CCCN)cc1
 : ?	.
> O=C(NC(=S)N1CCN(c2ccc(Cl)cc2[N+](=O)[O-])CC1)c1ccco1
 : 19.1%	6.2
> Cc1c(C(=O)C(=O)NCCCn2ccnc2)c2ccccc2n1C
 : ?	.
> COc1ccc(N(Cc2ccccc2)S(=O)(=O)c2cccc(C(=O)Nc3ccccn3)c2)cc1
 : -2.7%	-15.2
> O=C(Nn1c(-c2ccc(Br)cc2)nc2ccccc2c1=O)c1ccncc1
 : -14.9%	-6.3
> O=C(CSc1nnc(NC(=O)c2ccc(S(=O)(=O)N3CCOCC3)cc2)s1)Nc1ccccc1C(F)(F)F
 : ?	.
> CCn1c(COc2ccccc2C)nc2ccccc21
 : 5.0%	3.8
> Cc1nn(-c2ccccc2)c(N2CCCC2)c1/C=N/NC(=S)Nc1ccccc1C(F)(F)F
 : 6.9%	-15.5
> COc1ccc(C(=O)N2CCSCC2)cc1OC1CCN(C(C)=O)CC1
 : ?	.
> C=CCOc1cccc(CNCc2cccnc2)c1
 : ?	.
> Cc1cc(Cl)ccc1OCCCC(=O)NCc1ccccn1
 : 5.6%	-2.8
> O=C(Cn1cnnn1)NC1CCCN(Cc2ccccc2F)C1 (stereo not given)
 : i	23.9
> Cc1ccc(CN2CCN(Cc3ccc4cccc(F)c4n3)CC2CCO)cc1 (stereo not given)
 : -4.2%	7.8
> CCC(C)[C@H](NC(=O)N1c2ccccc2NC(=O)[C@@H]1C(C)C)C(=O)N[C@@H](Cc1ccccc1)C(=O)O (stereo not given in full)
 : ?	.
> Cc1cc(Cl)ccc1OCC(=O)OCC(=O)Nc1ccc(F)c([N+](=O)[O-])c1
 : ?	.
> O=[N+]([O-])c1cc(S(=O)(=O)N2CCCC2)ccc1N/N=C/c1cccnc1
 : ?	.
> CCCN(CC1CC1)C(=O)CSc1nnc(-c2cc(-c3cccs3)nc3ccccc23)o1
 : ?	.
> COC(=O)c1ccccc1NC(=O)C1CCC(=O)N1S(=O)(=O)c1ccc(C)cc1 (stereo not given)
 : ?	.
> COc1ccc(S(=O)(=O)NCc2ccc(C(=O)N3CCN(Cc4ccccc4)CC3)cc2)cc1
 : -14.5%	.
> CCc1cc(CNC(=O)CCc2nnc(CCCc3ccccc3)o2)on1
 : -7.6%	4.3
> CCCCN(C)C(=O)c1oc2ccc(S(=O)(=O)N3CCCCCC3)cc2c1C
 : ?	.
> O=C(Cc1ccc(Cl)cc1Cl)Nc1ccncc1Cl
 : ?	.
> COc1ccc(N=C2S/C(=C\c3ccco3)C(=O)N2CC(C)C)cc1
 : i	-0.4
> N#C/C(=C\c1ccc(-c2ccc([N+](=O)[O-])cc2Br)o1)C(=O)N1CCN(c2ccccc2)CC1
 : 9.3%	-1.2
> O=C(CSc1cc(Cl)ccc1Cl)NC1CC1
 : ?	.
> CC(C)CN(C(=O)CCc1ccccc1)c1c(N)n(CC(C)C)c(=O)[nH]c1=O
 : ?	.
> COc1ccc(C2C3=C(CC(C)(C)CC3=O)Oc3ncn(CCO)c(=N)c32)cc1OC (stereo not given)
 : ?	.
> Cn1ncc2c1ncn1nc(COc3ccc4ccccc4c3)nc21
 : ?	.
> CCOC(=O)C1CCN(CC(C)(C)NS(=O)(=O)c2ccc(C)cc2)CC1
 : 29.5%	12.4
> Nc1ccn([C@H]2CS[C@@H](CO)O2)c(=O)n1
 : ?	.
> Cc1ccc(NC(=O)CCC(=O)NNC(=O)/C=C/C(=O)O)c(C)c1
 : ?	.
> Cc1nc2ccccn2c1C(=O)NC1CCCc2ccccc21 (stereo not given)
 : ?	.
> CNC(=O)c1nc(C)n(-c2cc(Cl)ccc2Cl)n1
 : ?	.
> CCOc1ccc(C(=O)N2CCN(c3ccccc3)CC2)cc1OCC
 : ?	.
> O=C1CSC(c2ccccc2F)N1 (stereo not given)
 : 0.5%	16.6
> O=C(NCC(=O)N(c1cccnc1)C(C(=O)NC1CCCC1)c1ccccc1)c1ccco1 (stereo not given)
 : -0.7%	.
> NCCNc1ccc([N+](=O)[O-])c(Sc2nc3ccccc3[nH]2)c1
 : 15.0%	12.8
> COc1cc(/C=N/n2c(C)nc3ccccc3c2=O)cc(OC)c1O
 : ?	.
> O=C(NCCO)c1cccc2c1C(=O)c1ccccc1-2
 : 9.7%	-3.0
> Cc1ccc(-c2ccc(=O)n(CC(=O)NCCN(C)C)n2)cc1
 : 12.1%	2.6
> COc1cc(C(=O)NCc2ccc3c(c2)OCO3)ccc1OCc1c(C)noc1C
 : ?	.
> CCN1C/C(=N\S(=O)(=O)/N=C2\CN(CC)C(=O)N2CC)N(CC)C1=O
 : -5.7%	17.2
> COc1ccc(N(C(=O)Cn2nnc(-c3ccc(F)cc3)n2)C(C)C(=O)NC2CCCC2)cc1 (stereo not given)
 : 1.3µM*	10.5*
> C=C(C)c1cccc(C(C)(C)NC(=O)N2CCN(CC(N)=O)CC2)c1
 : ?	.
> CC(NC(=S)NCCN1CCOCC1)C12CC3CC(CC(C3)C1)C2 (stereo not given)
 : 1.1%	-6.2
> Cc1ccc(OCC(=O)N/N=C/c2ccncc2)cc1C
 : ?	.
> C=CC(COCc1ccccc1)N(Cc1ccc(OC)cc1)S(=O)(=O)c1ccccc1Br (stereo not given)
 : 19.2%	1.4
> CCn1c2ccccc2c2nnc(SCC(=O)Nc3ccc4c(c3)OCO4)nc21
 : ?	.
> CCOc1ccc(/C=C(\C)C(=O)c2c(C)cc(C)[nH]c2=O)cc1
 : ?	.
> O=S(CCc1ccncc1)Cc1ccccc1 (stereo not given)
 : ?	.
> CC(=O)CC(=O)Nc1ccc(Cl)cn1
 : ?	.
> CN(CC(=O)N1CCC(C(N)=O)CC1)S(=O)(=O)c1ccc2ccccc2c1
 : -14.5%	-0.9
> Cc1onc(-c2ccccc2Cl)c1C(=O)NCc1ccc(N2CCCC2=O)cc1
 : 4.6%	-1.8
> CCn1ccnc1CNCc1ccc(OCC(O)CN(C)Cc2ccccc2)cc1 (stereo not given)
 : 12.1%	2.6
> COC(=O)Cn1c(C)nc2c(sc3nc(C)cc(C)c32)c1=O
 : ?	.
> COc1ccc2cc3c(N)nn(C(=O)Cc4ccccc4OC)c3nc2c1
 : ?	.

# Carrying on.
# Screens in order – S3 lipid droplet	S3 lipid droplet cell count max
> CCOC(=O)Nc1ccc(C(=O)c2ccncc2)cc1
 : i	34.1
> CCOC(=O)C(=O)Nc1cc(Cl)ccc1C
 : ?	.
> CCOC(=O)c1ccc(CNCc2ccc(C)cc2)cc1
 : 7.7%	5.9
> O=C(CSc1nc2ccccc2s1)Nc1cc(C(=O)O)cc(C(=O)O)c1
 : 9.4%	15.2
> CCOc1ccc(N2CC(C(=O)Nc3nnc(SCCOC)s3)CC2=O)cc1 (stereo not given)
 : ?	.
> COC(=O)c1sccc1NC(=O)c1cc(-c2ccc(C)cc2)nc2ccccc12
 : ?	.
> Cc1cc(=O)c2ccc(Cl)cc2[nH]1
 : ?	.
> CCCOc1ccc(/C=C/C(=O)N2CCOCC2)cc1
 : 14.3%	-15.7
> O=C(NCc1ccco1)c1ccc(=O)[nH]n1
 : ?	.
> CCN(CC)S(=O)(=O)c1ccc(C(=O)NC(=S)N(CCC#N)Cc2cccnc2)cc1
 : 8.7%	.
> CC(C)(C)C(=O)/C=C(\N)c1ccccn1
 : i	.
> COc1cccc(OCc2nnc(SCC(=O)NNC(=O)C3CCCCC3)n2C)c1
 : i	.
> Cc1cnc(C)c(N2CCC(C(=O)NCc3cccs3)CC2)n1
 : 13.1%	-1.9
> CCOC(=O)N1CCN(CC(=O)Nc2c(C(=O)OC)[nH]c3ccccc23)CC1
 : ?	.
> CCOc1ccc(/C(O)=C2/C(=O)C(=O)N(CCOCCO)C2c2ccccc2)cc1 (stereo not given)
 : ?	.
> CCC(OC(=O)CN1C(=O)C(=O)c2ccccc21)C(=O)Nc1ccc(S(N)(=O)=O)cc1 (stereo not given)
 : 2.5%	.
> Cn1cccc1/C=N/NC(=O)C12CC3CC(CC(C3)C1)C2
 : 7.5%	-3.1
> CCOC(Cn1c(-c2ccc(OC)cc2)nc2ccccc21)OCC
 : ?	.
> Cc1cc(C)c(C#N)c(SCc2ccc(F)cc2)n1
 : 16.5%	6.8
> COc1ccccc1N1CCN(C(=O)c2ccc(Cl)c(S(=O)(=O)N3CCCC3)c2)CC1
 : -8.8%	-11.8
> Cc1cc(NC(=O)c2cc(C)on2)n(-c2ccccc2)n1
 : -3.4%	0.9
> O=C(O)c1ccc(N/N=C2/CCCc3ccccc32)cc1
 : 1.1%	24.2
> Cc1cc(C)n(CC2CC(=O)N(c3ccc(Cl)cc3)C2=O)n1 (stereo not given)
 : ?	.
> O=[N+]([O-])c1ccc(N(c2ccccc2)c2ccccc2)cc1
 : i	15.1
> Cc1ccc(-c2nnc(SCc3nc(N)nc(Nc4ccccc4C)n3)n2N)cc1
 : ?	.
